# Screens deposited in PubChem by National Center for Advancing Translational Sciences (NCATS).
# TRHR enhancer: TRH receptor (human) allosteric enhancement; P34981; TRHR cells, fluo-8 calcium fluorescence, EC20 TRH enhancement; enhancement, % at 2 µM; actives 0.66% (n = 360,000); AID 493056; in the data active = enhancement above about 30%; note: 0% is about no effect
#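 TRHR-expressing cells loaded with fluo-8 calcium dye were read kinetically (ex 480/em 530) during compound addition, then stimulated with an EC20 of TRH (10 nM final). Enhancement of the Gq-mediated intracellular calcium response was scored.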
# PI4K2A block: inhibitors of human PI4K2A; purified PI4K2A, ADP-Glo luminescence, 1 h; hits give low values; Q9BTU6; actives 0.13% (n = 420,000); AID 1346378; activity change, negative = inhibition, % at 76.9 µM; in the data active = activity change below about -50%; inconclusive = mostly about -30% to -49%;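 note: -100% = wells without enzyme as full effect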
#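 In this quantitative HTS, ADP production by PI4K2A was quantified luminescently after 1 h at ambient temperature; 100 microM adenosine served as plate-quality control.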
# D2 antagonist: antagonizes the human D2 dopamine receptor | P14416 | HEK293 TREx D2 cells, calcium flux, dopamine EC80 | inhibition, % at 10 µM | actives 2% (n = 340,000) | AID 485344; in the data active = inhibition above about 30%; note: 0% is about no effect
#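 Inhibition of EC80 dopamine-driven calcium flux, recorded kinetically, defines activity here; cells are a tetracycline-induced HEK293 T-REx line expressing force-coupled D2.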
# TrxR1 substrate: substrates of rat thioredoxin reductase 1 | O89049 | purified TrxR1 substrate turnover, NADPH consumption readout | Potency, µM (top dose mostly 114 µM), inactives show at the top dose activity change, negative = substrate turnover | actives 0.01% (n = 390,000) | AID 588456; note: potency is the fitted concentration of half-maximal effect; % is set by controls: 0 for no effect and ±100 for the full control effect; nearly all actives have a fitted effect of over 50% in size
#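 Rat TrxR1, dispensed at 90 nM, was prereduced with 400 uM NADPH (final) for 5 min at ~22 deg C, then incubated with compound 15 min before 400 uM selenite. A first-read NADPH fluorescence drop versus no-compound background flagged substrates.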
# rTrxR1 inhibitor: blocks rat thioredoxin reductase 1. actives 1% (n = 390,000). O89049. AID 588453. recombinant rTrxR1, NADPH fluorescence consumption, selenite substrate. Potency, µM (top dose mostly 114 µM), without a hit: at the top dose activity change, negative = inhibition, most hits filed as inhibitors; note: potency is the fitted concentration of half-maximal effect; % is set by controls: 0 for no effect and ±100 for the full control effect; nearly all actives have a fitted effect of over 65% in size
#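 Rat TrxR1 (90 nM in the dispensed reagent) was pre-reduced with 400 uM NADPH for 5 min at room temperature, then incubated with compound for 15 min. After 400 uM selenite was added, NADPH fluorescence (Ex 340/Em 450 nm) was followed for 8 min.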
# D2 agonist: agonists of human D2 dopamine receptor. P14416. HEK293 T-REx D2 cells, calcium flux agonist mode. activation, % at 2 µM. actives 0.53% (n = 340,000);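 active = activation over 3 SD above normal in the single-dose calcium agonist read, cut at about 30% in these data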; note: 0% is about no effect
#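 In this primary screen, compounds producing a positive calcium signal within 180 s of addition to tetracycline-induced, force-coupled HEK293 Trex D2 cells are flagged; cells are dye-loaded with a no-wash calcium kit beforehand.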
# IDH1 R132H inh: human IDH1 R132H inhibition; actives 0.093% (n = 390,000); IDH1-R132H enzyme, NADPH consumption, diaphorase/resazurin fluorescence; O75874; AID 602179; Potency, µM (titrated, usually from 76.6 µM), for inactives: at the highest dose activity change, negative = inhibition, hits mostly inhibitors; note: potency is the fitted concentration of half-maximal effect; % is set by controls: 0 for no effect and ±100 for the full control effect; nearly all actives have a fitted effect of over 65% in size
#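 IDH1-R132H (0.5 ug/mL) preincubated 30 min with compound, then NADPH (0.016 mM) and alpha-KG (2 mM) added; 80 min at RT, pH 7.5. Remaining NADPH coupled via diaphorase/resazurin to fluorescence (540/590 nm); concentration-response curves normalized to no-enzyme control.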
# TRHR agonist: agonists of human TRH receptor; P34981; AID 493084; TRHR cells, calcium flux fluo-8, FDSS agonist mode; activation, % at 2 µM; actives 0.18% (n = 360,000); in the data active = activation above about 30%; note: 0% is about no effect
#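 Agonist-mode FDSS calcium read (Ex 480/Em 530, 1 s cycles) in 1536-well TRHR cells with fluo-8 dye, after 10-cycle baseline and 23 nL compound addition; TRH at EC20 (10 nM final) added afterwards for the enhancer phase.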
# USP1 inh: inhibitors of human USP1/UAF1 deubiquitinase; O94782; recombinant USP1/UAF1, Ub-Rhodamine cleavage fluorescence; Potency, µM (series often up to 57.1 µM), without a hit: at the top dose activity change, negative = inhibition, hits mostly inhibitors; actives 0.23% (n = 390,000); AID 743255; note: potency is the fitted concentration of half-maximal effect; % is set by controls: 0 for no effect and ±100 for the full control effect; nearly all actives have a fitted effect of over 60% in size; inactives centre near -12
# Target sequence (O94782 whole entry, looked up): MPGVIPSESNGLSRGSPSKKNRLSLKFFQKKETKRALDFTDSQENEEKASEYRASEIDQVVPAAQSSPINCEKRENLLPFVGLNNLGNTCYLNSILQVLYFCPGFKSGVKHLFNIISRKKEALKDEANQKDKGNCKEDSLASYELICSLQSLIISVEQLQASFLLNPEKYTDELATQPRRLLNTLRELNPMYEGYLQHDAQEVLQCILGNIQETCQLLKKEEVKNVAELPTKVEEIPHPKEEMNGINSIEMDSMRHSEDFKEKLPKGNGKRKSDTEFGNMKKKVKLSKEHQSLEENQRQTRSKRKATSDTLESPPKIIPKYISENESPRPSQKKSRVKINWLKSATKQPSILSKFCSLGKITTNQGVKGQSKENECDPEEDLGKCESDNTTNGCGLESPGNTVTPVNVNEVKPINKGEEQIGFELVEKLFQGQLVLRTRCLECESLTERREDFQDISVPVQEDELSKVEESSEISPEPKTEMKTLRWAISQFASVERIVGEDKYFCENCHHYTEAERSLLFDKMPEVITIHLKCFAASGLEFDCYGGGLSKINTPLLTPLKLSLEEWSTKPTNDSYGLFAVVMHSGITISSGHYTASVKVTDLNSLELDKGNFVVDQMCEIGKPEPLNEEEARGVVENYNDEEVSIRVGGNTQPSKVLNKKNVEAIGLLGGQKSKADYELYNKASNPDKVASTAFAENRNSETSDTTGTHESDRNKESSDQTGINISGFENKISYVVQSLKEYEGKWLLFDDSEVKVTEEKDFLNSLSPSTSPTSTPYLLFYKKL
#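 In this screen, compounds sit with the deubiquitinase complex (1nM) for 15 min at room temperature before Ub-Rho is added at 150nM final. Fluorescence rise is then followed for 6 reads every 60 seconds.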
# * marks the source's active call; other numbers are inactive results; u = inconclusive; x = not tested or not shown; [ ] = remark or other dose. Unless noted, calls come from the whole dose curve; as a rule, active = well fitted inhibition curve with a large enough effect; inconclusive = small, poorly fitted or top-dose-only effect; inactive = no such curve, though single readings can be large or run the other way. Compounds as they come; 3.9% or so of the library scored in one or more.
SMILES,TRHR enhancer,PI4K2A block,D2 antagonist,TrxR1 substrate,rTrxR1 inhibitor,D2 agonist,IDH1 R132H inh,TRHR agonist,USP1 inh
CCN1CCN(c2cc(C)c3cc(NC(=S)N4CCC5(CC4)OCCO5)ccc3n2)CC1,-4,2,2,2%,-6%,0.5,11%,0.5,-22%
C[C@@H](NC(=O)[C@@H]1Cc2ccccc2CN1)C(=O)NCc1ccco1,1,1,8,8%,-3%,0.7,0%,-0.1,-30%
Cc1cc(Oc2ccc(=O)n(C)n2)nc(=S)[nH]1,9,x,3,x,x,0.7,x,0.4,x
Cc1ccc(-c2nc(NCc3ccco3)n(S(C)(=O)=O)n2)cc1,1,-10,-1,5%[57.1 µM],10%[57.1 µM],-0.1,2%,-0.2,-17%
CC1(C)CC(=O)C/C(=N\NC(=O)C2CC2c2ccccc2)C1 (configuration not stated),4,0,6,-4%,u,8.1,7%,0.0,-18%
Brc1cccc(OCCN2CCOCC2)c1,0,5,2,-1%,20%,0.7,10%,0.5,-2%
O=C(CN(Cc1ccco1)C(=O)CNS(=O)(=O)c1ccc(Cl)cc1)NCc1ccc(F)cc1,x,5,x,-12%,26%[57.1 µM],x,13%,x,0%
O=C(Nc1cccs1)NC1CCCC1,-6,-3,x,9%[57.1 µM],6%[57.1 µM],x,-2%,0.1,-26%
CC1CC(C)CN(CCCNC(=O)c2ccc(CNS(=O)(=O)c3ccc(F)cc3)cc2)C1 (configuration not stated),1,10,x,-4%,2%,x,3%,0.9,-8%
O=S1(=O)CCN=C2SC3=C(CCCC3)N21,0,0,15,11%,23%,0.9,-1%,0.6,-11%
O=S(=O)(Nc1cccc(Br)c1)c1cccc2nsnc12,4,0,1,-4%,9%[57.1 µM],-0.6,7%,-1.1,-2%
Cc1ccc(N2CCN(C(=O)c3ccc(Nc4nc5ccccc5n5nnnc45)cc3)CC2)c(C)c1,5,0,x,-2%,12%,0.6,8%,0.3,-13%
CCC(=O)N1c2ccccc2C(C)(c2ccccc2)CC1(C)C (configuration not stated),-11,2,x,-9%,-20%,-1.1,0%,4.3,-26%
CCOc1ccc(N(CC(=O)Nc2ccc3c(c2)OCCO3)S(=O)(=O)c2c(C)noc2C)cc1,0,-2,13,3%,25%,-0.2,-1%,0.3,-26%
C(=C\c1ccccn1)/c1ccccn1,5,1,-13,-4%,0%,-1.3,3%,-1.7,-16%
Cc1nnc(SCc2nc3sc4c(c3c(=O)[nH]2)CCCC4)n(N)c1=O,-2,-14,-4,4%,-8%,-0.7,-2%,0.7,-18%
NS(=O)(=O)c1ccc(CNC(=O)c2ccc(C(=O)c3ccccc3)cc2)cc1,x,-2,x,2%,20%,x,1%,x,-13%
COc1cc(NC(=O)c2ccccc2)c(OC)cc1NC(=O)CN1C(=O)NC2(CCCCC2)C1=O,13,5,4,-11%,1%,-0.4,12%,-0.7,-21%
COc1ccc(S(=O)(=O)N2CCCCC2)cc1NC(=O)CCNC(=O)c1ccc(Cl)cc1,x,-2,x,4%[57.1 µM],2%[57.1 µM],x,1%,x,-3%
COc1cc(NC(=O)CCCNC(=O)c2ccc(Cl)cc2)cc(OC)c1OC,-3,1,-7,-4%,2%,-2.5,2%,-2.3,3%
CNC(=O)CN(C)S(=O)(=O)c1ccc(F)cc1,-2,-11,-10,16%,28%,0.9,9%,0.1,1%
COc1ccc(CNC(=O)CN(C)Cc2ccc(C(C)(C)C)cc2)cc1,-9,-21,-8,3%[57.1 µM],8%[57.1 µM],-3.1,7%,-1.5,-15%
C[C@H](CO)N1C[C@H](C)[C@@H](CN(C)S(=O)(=O)c2ccc(F)cc2)Oc2ccc(NC(=O)CCC(F)(F)F)cc2C1=O,x,0,x,-9%[57.1 µM],8%[57.1 µM],x,-3%,x,-29%
CN(CC(=O)Nc1cccc(F)c1)C(=O)c1ccc(-n2cncn2)c([N+](=O)[O-])c1,13,3,0,9%,20%,2.1,3%,0.4,-18%
O=C(ON=C1CCN(S(=O)(=O)c2ccccc2)CC1)c1ccc(Cl)cc1,8,-5,2,1%,14%,-0.9,-1%,-1.2,-11%

# The last 4 entries of the section before come first, to join the parts.
SMILES,TRHR enhancer,PI4K2A block,D2 antagonist,TrxR1 substrate,rTrxR1 inhibitor,D2 agonist,IDH1 R132H inh,TRHR agonist,USP1 inh
COc1ccc(CNC(=O)CN(C)Cc2ccc(C(C)(C)C)cc2)cc1,-9,-21,-8,3%[57.1 µM],8%[57.1 µM],-3.1,7%,-1.5,-15%
C[C@H](CO)N1C[C@H](C)[C@@H](CN(C)S(=O)(=O)c2ccc(F)cc2)Oc2ccc(NC(=O)CCC(F)(F)F)cc2C1=O,x,0,x,-9%[57.1 µM],8%[57.1 µM],x,-3%,x,-29%
CN(CC(=O)Nc1cccc(F)c1)C(=O)c1ccc(-n2cncn2)c([N+](=O)[O-])c1,13,3,0,9%,20%,2.1,3%,0.4,-18%
O=C(ON=C1CCN(S(=O)(=O)c2ccccc2)CC1)c1ccc(Cl)cc1,8,-5,2,1%,14%,-0.9,-1%,-1.2,-11%
Cc1nc2ccccc2c2c(N)cccc12,x,-2,x,6%,15%,x,2%,x,-10%
CSc1ccccc1NC(=O)COC(=O)c1ccccc1O,-8,-6,2,5%[57.1 µM],17%[57.1 µM],0.3,15%,-0.7,-21%
CS(=O)(=O)Nc1ccc(Cc2ccc(NS(C)(=O)=O)cc2)cc1,-5,0,-2,4%,11%,-0.4,3%,0.0,-2%
Cc1ccc(NC(=O)NC2CCN(S(=O)(=O)c3ccc(F)cc3)CC2)cc1,1,-2,-7,7%,14%,0.0,1%,-1.4,-8%
Cc1[nH]c2ccccc2c1C(=O)NS(=O)(=O)Nc1ccc(F)cc1,-2,6,-9,-3%[57.1 µM],1%[57.1 µM],0.2,-9%,0.0,-13%
CCCn1c(SC(C)C(=O)O)nc2ccccc21 (configuration not stated),-2,1,8,-7%,-10%,0.0,2%,0.1,-20%
CSCCC(NS(=O)(=O)c1ccc2ccccc2c1)C(=O)OCC(=O)c1ccc(C(C)C)cc1 (configuration not stated),16,3,3,-4%,0%,2.9,0%,2.3,-4%
CN(C)C(=O)/C(C#N)=C\c1cc(Br)c(Sc2ccc(Cl)cc2)o1,20,45,3,-2%,-5%,1.2,4%,2.3,-17%
O=C(O)CSCCCC(=O)Nc1ccc(Br)cc1,-4,2,-12,3%,22%,0.7,2%,0.2,-20%
CC(C)Cc1ccc(S(=O)(=O)Nc2ccccn2)cc1,-3,4,3,3%,4%,-0.8,-1%,0.7,-15%
Cc1ccc2c(c1)cc1c(=O)[nH]ncn12,3,5,14,19%,-16%,-0.1,3%,-0.7,-11%
Cc1cccc(Oc2ccc(C(=O)NC3CCSC3=O)cn2)c1C (configuration not stated),3,-1,-10,-8%[57.1 µM],13%[57.1 µM],0.8,5%,0.2,-27%
Cc1cc(=O)[nH]c(SCC(=O)C23CC4CC(CC(C4)C2)C3)c1C#N,-4,16,-3,8%[57.1 µM],-17%[57.1 µM],4.6,10%,0.9,-13%
Cc1nc2ccc(C(=O)Nc3ccc(N(C)C)cc3)cc2s1,x,-5,x,-5%[57.1 µM],-12%[57.1 µM],x,1%,x,-6%
CC(=O)Nc1ccc(S(=O)(=O)N(c2cccnc2)S(=O)(=O)c2ccc(NC(C)=O)cc2)cc1,-4,4,x,2%,3%,x,4%,0.7,-15%
COc1cc(SC)ccc1C(=O)OCC(=O)NC1CCCCC1,2,-8,-16,-9%,-5%,0.3,1%,-0.1,-15%
CCN(CC)CCNC(=O)CNC(=S)N(CCCN1CCOCC1)Cc1cccs1,7,2,-3,7%[57.1 µM],15%[57.1 µM],-0.3,14%,-0.2,-4%

# Quoted at random: two records from the list.
SMILES,TRHR enhancer,PI4K2A block,D2 antagonist,TrxR1 substrate,rTrxR1 inhibitor,D2 agonist,IDH1 R132H inh,TRHR agonist,USP1 inh
CNC(=O)CN(C)S(=O)(=O)c1ccc(F)cc1,-2,-11,-10,16%,28%,0.9,9%,0.1,1%
Cc1cc(=O)[nH]c(SCC(=O)C23CC4CC(CC(C4)C2)C3)c1C#N,-4,16,-3,8%[57.1 µM],-17%[57.1 µM],4.6,10%,0.9,-13%

# Among those listed so far, these contain a Cl atom.
SMILES,TRHR enhancer,PI4K2A block,D2 antagonist,TrxR1 substrate,rTrxR1 inhibitor,D2 agonist,IDH1 R132H inh,TRHR agonist,USP1 inh
O=C(CN(Cc1ccco1)C(=O)CNS(=O)(=O)c1ccc(Cl)cc1)NCc1ccc(F)cc1,x,5,x,-12%,26%[57.1 µM],x,13%,x,0%
COc1ccc(S(=O)(=O)N2CCCCC2)cc1NC(=O)CCNC(=O)c1ccc(Cl)cc1,x,-2,x,4%[57.1 µM],2%[57.1 µM],x,1%,x,-3%
COc1cc(NC(=O)CCCNC(=O)c2ccc(Cl)cc2)cc(OC)c1OC,-3,1,-7,-4%,2%,-2.5,2%,-2.3,3%
O=C(ON=C1CCN(S(=O)(=O)c2ccccc2)CC1)c1ccc(Cl)cc1,8,-5,2,1%,14%,-0.9,-1%,-1.2,-11%
CN(C)C(=O)/C(C#N)=C\c1cc(Br)c(Sc2ccc(Cl)cc2)o1,20,45,3,-2%,-5%,1.2,4%,2.3,-17%
